Screens from PubChem BioAssay.
inhibitors of VEEV: inhibitors of VEEV TC-83 cytopathic effect, confirmation, Vero cells (AID 588727). hit rate 0.13% among 350,000. one-dose inhibition, % at 20 µM; IC50 in µM for titrated hits. Vero cells, VEEV TC-83 cytopathic effect inhibition; higher % means a stronger effect; in the data active = a potency from the dose series; inconclusive = inhibition mostly from about 14% at the one dose, without a potency; inactive = the rest, 99 in 100 with inhibition below about 12%; also: strong numbers were not always called active
M. tuberculosis HTS: M. tuberculosis growth inhibition, HTS (AID 449762); M. tuberculosis H37Rv growth inhibition, 7H9 media; higher % means a stronger effect; inhibition, % at 25 µM, or IC50 in µM where a hit was titrated; hit rate 0.59% among 330,000; in the data active = a potency from the dose series; inconclusive = inhibition above about 70% without an active follow-up result;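 also: bacterial growth assessed after seven days of incubation; strong numbers were not always called active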
PhoP GFP inhibition: PhoP regulon inhibitors, Salmonella typhi PhoP promoter GFP reporter, confirmatory (AID 1850). Salmonella Typhi PhoP-promoter GFP reporter, fluorescence, 4 h; higher % means a stronger effect. one-dose inhibition, % at 50 µM; IC50 in µM for titrated hits. hit rate 0.33% among 310,000; in the data active = a potency from the dose series; inconclusive = inhibition mostly from about 25% at the one dose, without a potency; inactive = the rest, 99 in 100 with inhibition below about 19%;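 also: 0% = induced wells with vehicle and 100% = uninduced wells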
tuberculosis growth: growth inhibition of non-replicating M. tuberculosis (AID 488890); hit rate 0.39% among 320,000; one-dose inhibition, % at 25 µM; IC50 in µM for titrated hits; Mycobacterium tuberculosis non-replicating, growth inhibition; higher % means a stronger effect; in the data active = a potency from the dose series; inconclusive = inhibition mostly from about 82% at the one dose, without a potency; inactive = the rest, 99 in 100 with inhibition below about 76%;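 also: plate controls were DMSO cells for no effect and high antibiotic wells for full effect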
H1N1 NS1A inhibition: H1N1 influenza NS1A inhibitors, functional cell based assay (AID 504329); NS1A functional cell-based assay, percent inhibition; higher % means a stronger effect; one-dose inhibition, % at 12.5 µM; IC50 in µM for titrated hits; hit rate 0.3% among 340,000; in the data active = a potency from the dose series; inconclusive = inhibition above about 27% without an active follow-up result; also: strong numbers were not always called active
inhibitors of VEEV 10K pilot screen: also measured in inhibitors of VEEV; calls as there; inhibition, %; measured here: 10K pilot screen inhibition
* hit, by the source's call.

COc1cccc(OC)c1C(=O)Nc1ccccc1Sc1ccccc1 was read as inhibitors of VEEV inactive, M. tuberculosis HTS 4%, PhoP GFP inhibition 3% and tuberculosis growth 6%.
Cn1nc(C(=O)NNC(=O)c2cccc(Cl)c2)ccc1=O was read as inhibitors of VEEV 3.2%, M. tuberculosis HTS 5% and H1N1 NS1A inhibition 4%.
COc1ccc(-c2nn(-c3ccccc3)cc2/C=C/C(=O)NCCCn2ccnc2)cc1OC was read as inhibitors of VEEV 6.3%, M. tuberculosis HTS 17%, PhoP GFP inhibition 2%, tuberculosis growth 28% and H1N1 NS1A inhibition -2%.
N=c1c2c3c(sc2ncn1CCN1CCOCC1)CCCC3 was read as inhibitors of VEEV 1.7%, M. tuberculosis HTS -3%, PhoP GFP inhibition -1%, tuberculosis growth -3% and H1N1 NS1A inhibition 1%.
COC1CCCN(C(=O)c2cccc(OC3CCN(S(=O)(=O)N(C)C)CC3)c2)C1 (stereo unspecified) was read as inhibitors of VEEV inactive, M. tuberculosis HTS 2%, PhoP GFP inhibition 0%, tuberculosis growth 9% and H1N1 NS1A inhibition -1%.
Screening Cc1onc(-c2c(F)cccc2Cl)c1C(=O)OCC(=O)c1c[nH]c2ccccc12 returned inhibitors of VEEV 4.4%, M. tuberculosis HTS -1%, PhoP GFP inhibition 8%, tuberculosis growth 28% and H1N1 NS1A inhibition -5%.
COc1ccc(CCNC(=O)Cn2cccc2C(=O)c2ccccc2C)cc1OC was read as inhibitors of VEEV 0.3%, M. tuberculosis HTS -6%, PhoP GFP inhibition -9%, tuberculosis growth 4% and H1N1 NS1A inhibition 23%.
`COC(=O)N1CCc2c(sc(NC(=O)C3COc4ccccc4O3)c2C(N)=O)C1` (stereo unspecified) gave inhibitors of VEEV 10%, M. tuberculosis HTS 64%, PhoP GFP inhibition -5%, tuberculosis growth 18% and H1N1 NS1A inhibition -2%.
For Cc1noc(C)c1C(=O)OCC(=O)Nc1ncc(C(F)(F)F)cc1Cl the results were inhibitors of VEEV 1.7%, M. tuberculosis HTS -3%, tuberculosis growth 6% and H1N1 NS1A inhibition -18%.
Screening Cc1c(C(=O)NC(=S)Nc2ccc(NC(=O)c3cccs3)cc2)oc2ccccc12 returned inhibitors of VEEV 0.8%, M. tuberculosis HTS 1%, PhoP GFP inhibition 8%, tuberculosis growth 1% and H1N1 NS1A inhibition 12%.
CCOC(=O)c1cc(OC(=O)c2ccccc2OC)n(-c2ccccc2)n1 was read as inhibitors of VEEV inactive, M. tuberculosis HTS 6%, PhoP GFP inhibition -10%, tuberculosis growth 7% and H1N1 NS1A inhibition 1%.
For COc1ccc(S(=O)(=O)N2CCCCC2)cc1 the results were inhibitors of VEEV 0.3%, M. tuberculosis HTS 2%, PhoP GFP inhibition -4%, tuberculosis growth 3% and H1N1 NS1A inhibition -25%.
Screening Cc1cccc(C(=O)NNC(=O)c2ccc(F)cc2)c1 returned inhibitors of VEEV 0.4%, M. tuberculosis HTS 2%, PhoP GFP inhibition 2%, tuberculosis growth 4% and H1N1 NS1A inhibition 5%.
Screening COc1ccc(NC(=O)CC2(CC(=O)N3CCOCC3)CCCC2)cc1Cl returned inhibitors of VEEV 7.1%, M. tuberculosis HTS 5%, tuberculosis growth 7% and H1N1 NS1A inhibition -1%.
`CCCCCc1cc(=O)oc2c(C(CCN3CCCC3)c3ccc(N(C)C)cc3)c(OC)cc(OC)c12` (stereo unspecified) gave inhibitors of VEEV inactive, M. tuberculosis HTS inconclusive, PhoP GFP inhibition 7%, tuberculosis growth inconclusive, H1N1 NS1A inhibition 6.4µM* and inhibitors of VEEV 10K pilot screen 0.0.
COc1cc(C(=O)NCCCOC(C)C)ccc1OC1CCN(C(C)=O)CC1 was read as inhibitors of VEEV 0.1%, M. tuberculosis HTS -5%, PhoP GFP inhibition 1%, tuberculosis growth -17% and H1N1 NS1A inhibition -7%.
Screening CCOC(=O)C1(CCCc2ccccc2)CCN(Cc2cnn(C)c2)CC1 returned inhibitors of VEEV 0.1%, M. tuberculosis HTS -3%, PhoP GFP inhibition 1%, tuberculosis growth 17% and H1N1 NS1A inhibition -12%.
`CCC(C)N1C(=O)N(C)C2NC(=O)NC21` (stereo unspecified) gave inhibitors of VEEV 0.2%, M. tuberculosis HTS 7%, PhoP GFP inhibition -1%, tuberculosis growth 10% and H1N1 NS1A inhibition 10%.
`COc1ccc(NS(=O)(=O)c2cc(OC)ccc2OC)cc1` gave inhibitors of VEEV inactive, M. tuberculosis HTS 4%, PhoP GFP inhibition -2%, tuberculosis growth -6% and H1N1 NS1A inhibition -1%.
For CCN(CC)c1ccc(N=Nc2nn(C)c(C)c2[N+](=O)[O-])cc1 the results were inhibitors of VEEV 0.8%, M. tuberculosis HTS 5%, PhoP GFP inhibition -2%, tuberculosis growth 34% and H1N1 NS1A inhibition 9%.
Screening CCOC(=O)C1(Cc2cccc(OC)c2)CCN(C(C)COC)CC1 (stereo unspecified) returned inhibitors of VEEV 0.3%, M. tuberculosis HTS 8%, PhoP GFP inhibition -3%, tuberculosis growth 9%, H1N1 NS1A inhibition -13% and inhibitors of VEEV 10K pilot screen 1.0.
Screening Cc1ccc(C)[n+](CC(=O)c2ccc(-c3ccccc3)cc2)c1 returned inhibitors of VEEV inactive, M. tuberculosis HTS 1%, PhoP GFP inhibition 6%, tuberculosis growth 18% and H1N1 NS1A inhibition -12%.
COc1ccccc1Nc1nc(Cl)nc(NC(C)(C)C)n1 was read as inhibitors of VEEV 6.0%, M. tuberculosis HTS 2%, PhoP GFP inhibition -10%, tuberculosis growth 11% and H1N1 NS1A inhibition 7%.
CCc1ccc(C(=O)CSC2=C(C#N)C(c3ccco3)C(C(C)=O)=C(C)N2)cc1 (stereo unspecified) was read as M. tuberculosis HTS inconclusive, PhoP GFP inhibition -3% and tuberculosis growth 51%.
CCn1c(O)c(C=NCc2cccs2)c(=O)n(CC)c1=S was read as inhibitors of VEEV inactive, M. tuberculosis HTS 4%, PhoP GFP inhibition -6%, tuberculosis growth 26%, H1N1 NS1A inhibition 0% and inhibitors of VEEV 10K pilot screen 0.1.
Screening COc1ccc(C(=O)Nc2sc(C)c(-c3ccccc3)c2C#N)cc1OC returned inhibitors of VEEV 3.5%, M. tuberculosis HTS 2%, PhoP GFP inhibition 12%, tuberculosis growth 8% and H1N1 NS1A inhibition 0%.
For C#CCOCCOCCOCCNc1nc(N2CCN(C(=O)[C@H]([C@@H](C)O)n3cc(CCCCN)nn3)CC2)nc(N2CCN(C(=O)[C@H](C)n3cc(CCC(=O)O)nn3)CC2)n1 the results were inhibitors of VEEV inactive and H1N1 NS1A inhibition -18%.
Screening CCOC(=O)Cc1nn(Cc2nc(-c3ccc(C#N)cc3)cs2)c(=O)c2ccccc12 returned inhibitors of VEEV 1.1%, M. tuberculosis HTS 1%, PhoP GFP inhibition -1%, tuberculosis growth 4% and H1N1 NS1A inhibition 11%.
For Cc1cc(C)nc(NC(=O)/C=C/c2ccc(Cl)cc2)n1 the results were inhibitors of VEEV inactive, M. tuberculosis HTS 5%, PhoP GFP inhibition 17%, tuberculosis growth 20% and H1N1 NS1A inhibition -15%.
For Cc1ccc(C(=O)OCC(=O)N2c3ccccc3NC(=O)C2(C)C)cc1S(=O)(=O)N1CCCCC1 the results were inhibitors of VEEV 0.6%, M. tuberculosis HTS 0%, tuberculosis growth -2% and H1N1 NS1A inhibition -5%.
CC1(C)SC2c3ccccc3C(=O)N2C1C(=O)O (stereo unspecified) was read as inhibitors of VEEV 1.6% and H1N1 NS1A inhibition 0%.
Screening CCC(=O)N(C)C(c1ccccc1Cl)c1nnnn1-c1c(C)cccc1C (stereo unspecified) returned inhibitors of VEEV 0.8%, M. tuberculosis HTS 5%, PhoP GFP inhibition 0%, tuberculosis growth 4% and H1N1 NS1A inhibition -4%.
Screening COc1ccc(CC(=O)NNC(=O)CSc2nnc(C)n2-c2ccccc2)cc1 returned inhibitors of VEEV 0.4%, M. tuberculosis HTS -11%, PhoP GFP inhibition -1%, tuberculosis growth 19% and H1N1 NS1A inhibition -9%.
`Cc1ccc2c(Cl)c(C(=O)NCc3cccnc3)sc2c1` gave inhibitors of VEEV inactive, M. tuberculosis HTS 11%, PhoP GFP inhibition 17%, tuberculosis growth 25% and H1N1 NS1A inhibition -4%.
Screening COc1cc(C2C3=C(Nc4nc(N)[nH]c(=O)c42)c2ccccc2C3=O)ccc1O (stereo unspecified) returned inhibitors of VEEV 2.0%, M. tuberculosis HTS 12%, PhoP GFP inhibition 6%, tuberculosis growth 4% and H1N1 NS1A inhibition 2%.
Cc1ccnc(NC(=O)c2cccc3ccccc23)c1 was read as inhibitors of VEEV 5.1%, M. tuberculosis HTS -3%, PhoP GFP inhibition 2%, tuberculosis growth 32% and H1N1 NS1A inhibition 0%.
For Cc1ccc(-c2noc(CCC(=O)Nc3ccccc3N3CCN(C)CC3)n2)cc1 the results were inhibitors of VEEV 0.3%, M. tuberculosis HTS 1%, PhoP GFP inhibition 3%, tuberculosis growth 4% and H1N1 NS1A inhibition -8%.
For Cc1ccc(C(=O)NNC(=O)c2ccc3ccccc3c2O)cc1 the results were inhibitors of VEEV 1.9%, M. tuberculosis HTS 5%, PhoP GFP inhibition -14%, tuberculosis growth 13% and H1N1 NS1A inhibition -5%.
Screening CS(=O)(=O)NCCNc1ccc(C(F)(F)F)cc1[N+](=O)[O-] returned inhibitors of VEEV 0.9%, M. tuberculosis HTS -8%, PhoP GFP inhibition -3%, tuberculosis growth -4% and H1N1 NS1A inhibition -6%.
`O=C(NCCc1ccccc1F)/C(=C/c1cccnc1)NC(=O)c1ccccc1` gave inhibitors of VEEV 0.3%, M. tuberculosis HTS 0%, PhoP GFP inhibition -5%, tuberculosis growth 5% and H1N1 NS1A inhibition -7%.

Reprinted from the entries so far, 2 compounds:
Screening CS(=O)(=O)NCCNc1ccc(C(F)(F)F)cc1[N+](=O)[O-] returned inhibitors of VEEV 0.9%, M. tuberculosis HTS -8%, PhoP GFP inhibition -3%, tuberculosis growth -4% and H1N1 NS1A inhibition -6%.
`O=C(NCCc1ccccc1F)/C(=C/c1cccnc1)NC(=O)c1ccccc1` gave inhibitors of VEEV 0.3%, M. tuberculosis HTS 0%, PhoP GFP inhibition -5%, tuberculosis growth 5% and H1N1 NS1A inhibition -7%.

(cont.)
`Cc1cnc(C(=O)OCC(=O)c2cccc3ccccc23)cn1` gave inhibitors of VEEV 1.5%, M. tuberculosis HTS 8%, PhoP GFP inhibition 2%, tuberculosis growth 53% and H1N1 NS1A inhibition -5%.
Screening O=C(Nc1nnc(-c2ccccc2)o1)C1CCCN1S(=O)(=O)c1cccs1 (stereo unspecified) returned inhibitors of VEEV 1.6%, M. tuberculosis HTS 47%, PhoP GFP inhibition 1%, tuberculosis growth -13% and H1N1 NS1A inhibition -6%.
Screening COCCN(C(=O)COC(=O)CC1CCCCC1)c1c(N)n(Cc2ccccc2)c(=O)[nH]c1=O returned inhibitors of VEEV 0.5%, M. tuberculosis HTS -2%, PhoP GFP inhibition -7%, tuberculosis growth 8% and H1N1 NS1A inhibition -6%.
`CN(Cc1ccccc1)C(=O)c1cc(S(=O)(=O)N2CCOCC2)cn1C` gave inhibitors of VEEV 0.7%, M. tuberculosis HTS -7%, PhoP GFP inhibition 10%, tuberculosis growth -18%, H1N1 NS1A inhibition 7% and inhibitors of VEEV 10K pilot screen 0.0.

Fetched by compound from the list above (5):
For Cc1noc(C)c1C(=O)OCC(=O)Nc1ncc(C(F)(F)F)cc1Cl the results were inhibitors of VEEV 1.7%, M. tuberculosis HTS -3%, tuberculosis growth 6% and H1N1 NS1A inhibition -18%.
Screening Cc1ccc(C)[n+](CC(=O)c2ccc(-c3ccccc3)cc2)c1 returned inhibitors of VEEV inactive, M. tuberculosis HTS 1%, PhoP GFP inhibition 6%, tuberculosis growth 18% and H1N1 NS1A inhibition -12%.
Screening CCOC(=O)C1(Cc2cccc(OC)c2)CCN(C(C)COC)CC1 (stereo unspecified) returned inhibitors of VEEV 0.3%, M. tuberculosis HTS 8%, PhoP GFP inhibition -3%, tuberculosis growth 9%, H1N1 NS1A inhibition -13% and inhibitors of VEEV 10K pilot screen 1.0.
Screening CCOC(=O)Cc1nn(Cc2nc(-c3ccc(C#N)cc3)cs2)c(=O)c2ccccc12 returned inhibitors of VEEV 1.1%, M. tuberculosis HTS 1%, PhoP GFP inhibition -1%, tuberculosis growth 4% and H1N1 NS1A inhibition 11%.
Cn1nc(C(=O)NNC(=O)c2cccc(Cl)c2)ccc1=O was read as inhibitors of VEEV 3.2%, M. tuberculosis HTS 5% and H1N1 NS1A inhibition 4%.
